ATXN2 expr inh = ATXN2 expression inhibition; Potency, µM (series often up to 57 µM), for inactives: at the top dose activity change, negative = inhibition, actives largely listed as inhibitors; HEK-293 ATXN2-luciferase reporter, luminescence, 24 h; hit rate 0.72% among 360,000; AID 1745845; also: potency is read from the fitted curve at half-maximal effect; % is scaled to controls: 0 for no effect and ±100 for the full control effect; nearly all actives have a fitted effect of over 55% in size
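qHTS (up to 57 uM final) was run with 24 h compound exposure of reporter cells at 37 °C. Each well was multiplexed: SteadyGlo luminescence measured ATXN2-luciferase expression after a fluorogenic Gly-Phe-AFC viability readout (25 uM final).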
MCF10A rereplic = DNA re-replication induction in MCF 10a cells | MCF 10A DNA re-replication, Hoechst nuclear intensity, 48 h | hit rate 2.9% among 350,000 | AID 624296 | Potency, µM (top dose mostly 46.1 µM), inactives show at the top dose activity, positive = re-replication, actives largely listed as activators; also: potency is read from the fitted curve at half-maximal effect; % of control where 0% means no effect; nearly all actives have a fitted effect of over 50% in size
KB-3-1 tox = KB-3-1 parental cell cytotoxicity. Potency, µM (doses to about 46.1 µM), without a hit: at the highest dose activity change, negative = cytotoxic, hits mostly cytotoxic. hit rate 1.4% among 400,000. KB-3-1 viability, CellTiter-Glo ATP luminescence, 72 h. AID 1347075; also: potency is read from the fitted curve at half-maximal effect; % is scaled to controls: 0 for no effect and ±100 for the full control effect; nearly all actives have a fitted effect of over 60% in size
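72 h, 37 °C compound treatment of KB-3-1 parental cells; CellTiter-Glo added, 10 min, luminescence read. Data corrected against DMSO-only plates and normalized before curve fitting.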
HepG2 tox = HepG2 cytotoxicity, counter-screen for TGF-b inhibitors. Potency, µM (series often up to 46.1 µM), inactives show top-dose activity change, negative = cytotoxicity, hits mostly cytotoxic. AID 588856. hit rate 0.76% among 410,000. HepG2 CAGA-GFP viability, ATP luminescence, 18 h; also: potency is read from the fitted curve at half-maximal effect; some results filed as inactive show a strong effect at the top dose
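HepG2 CAGA-GFP cells (1000/well, DMEM with 1% FBS) received compound, then TGF-beta at 500 pg/mL final, and were incubated 18 hours at 37 degrees C. Viability was read by CellTiter-Glo luminescence. Media-only wells were set as complete cell-killing and DMSO as no toxicity.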
IL1B secr inh = inflammasome signaling inhibition, IL-1 beta readout | THP-1 LPS/ATP IL-1B secretion, AlphaLISA, 16 h; active compounds read low | activity change, % at 57.5 µM | hit rate 4.7% among 360,000; in the data active = activity change below about -50%; inconclusive = mostly about -30% to -49%; also: % is scaled to controls: 0 for no effect and ±100 for the full control effect
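THP-1 cells pretreated 1 hr with compounds (up to 57.5 uM final), then stimulated with LPS (250 ng/mL final) plus ATP (1.25 mM final); secreted IL-1B measured by AlphaLISA after 16 hr, decreased signal indicating inhibition.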
HT1080-NT tox = kills 2HG-producing HT-1080-NT fibrosarcoma cells; HT-1080-NT fibrosarcoma viability, CellTiter-Glo ATP luminescence, 48 h; AID 686970; Potency, µM (highest dose often 46.1 µM), for inactives: at the top dose activity, negative = less viability, actives largely listed as cytotoxic; hit rate 1.6% among 360,000;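 also: NT is the 2HG producing partner of a matched IDH1 knockdown line; potency is read from the fitted curve at half-maximal effect; 0% = DMSO-treated cells and -100% = media-only wells without cells; nearly all actives have a fitted effect of over 55% in size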
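Toxicity toward the 2HG-producing NT line was scored as %Activity, normalised to DMSO and no-cell wells, from CellTiter-Glo luminescence after 48 hours' treatment.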
HT1080 IDH1KD tx = toxicity to HT-1080 IDH1 knockdown cells (counter line); HT-1080 IDH1 knockdown viability, ATP luminescence, 48 h; Potency, µM (top dose mostly 46.1 µM), inactives show at the highest dose activity, negative = toxicity, actives largely listed as cytotoxic; hit rate 2% among 360,000; AID 686971;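 also: potency is read from the fitted curve at half-maximal effect; 0% = DMSO wells and -100% = cell-free medium wells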
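Viability of IDH1-knockdown HT-1080 fibrosarcoma cells was assessed by CellTiter-Glo after 48 h at 37 °C with titrated compound; concentration-effect curves were classified by fit quality and response size.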
ATXN viability = cell viability loss in ATXN counter-screen; Potency, µM (top dose mostly 56.7 µM), hits mostly cytotoxic; hit rate 0.49% among 400,000; S2 cells (HEK-293 line with an ATXN2-luciferase reporter) viability, CellTiter-Fluor protease fluorescence, 24 h; also: potency is read from the fitted curve at half-maximal effect; nearly all actives have a fitted effect of over 40% in size
SW480 rereplic = induces DNA re-replication in SW480 colon adenocarcinoma cells. SW480 DNA re-replication, Hoechst DNA content imaging, 48 h. Potency, µM (series often up to 46.1 µM), for the others: at the top dose re-replication activation, usual class: activators. hit rate 1.8% among 340,000. AID 624297; also: potency is read from the fitted curve at half-maximal effect; % of control where 0% means no effect; nearly all actives have a fitted effect of over 55% in size
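250 cells/well; 23 nL cpd via pin tool; 48 hr, 37 C, 5% CO2; Hoechst 40 min; imager read of total nuclear intensity, ex 405/em 500-530 nm.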
Active calls of the source: *; i = inactive; ? = inconclusive; . = not tested or not shown; & = joins results of further samples; [ ] = another dose, or the depositor's remark. Unless noted, calls follow the shape of the dose curve; as a rule, active = well fitted curve in the direction sought with a large enough effect; inconclusive = small, poorly fitted or top-dose-only effect, or another doubt; inactive = no such curve, though single readings can be large; an effect the other way counts as inactive or inconclusive. Not all compounds are listed (hit frequency here may not be typical).

cpd	Structure	ATXN2 expr inh	MCF10A rereplic	KB-3-1 tox	HepG2 tox	IL1B secr inh	HT1080-NT tox	HT1080 IDH1KD tx	ATXN viability	SW480 rereplic
1	O=P(O)(O)Cc1ccccc1OP(=O)(c1ccccc1)c1ccccc1	-11%	20%	-27%	1%	4	1%	1%	i	1%
2	O=C1NCN(c2ccccc2)C12CCN(C(c1ccccc1OC(F)(F)F)c1nnnn1C1CCCC1)CC2 (stereo not given)	-38%	.	?	-14%	15	9%	8%	?	.
3	C[N+]1(CC(COCc2ccccc2)OC(=O)Cc2ccccc2)CCOCC1 (stereo not given)	-24%	-4%	-2%	-25%	0	-1%	2%	i	-693%[inhibitor]
4	CN(CCc1nnc(N)s1)[N+](=O)[O-]	.	-1%	-2%	0%	17	10%	4%	i	-3%
5	CCOC(=O)C(O)(c1ccc(NC(=O)NC)cc1)C(F)(F)F (stereo not given)	-4%	0%	-8%	13%	14	14%	18%	i	-29%
6	O=C1CCCCCN1CP(=O)(O)CCc1ccccc1	6%	-6%	23%	-2%	6	-4%	8%[9.24 µM]	i	-9%
7	CCc1ccc(-n2c(SC(CC)C(=O)N(CC)CC)nc3n[nH]c(C)c3c2=N)cc1 (stereo not given)	?	.	-5%	-9%	.	.	.	?	.
8	CCOC(=O)C(O)(c1ccc(NC(=O)Oc2ccccc2)cc1)C(F)(F)F (stereo not given)	10%	?	9%	-6%	7	1%	-1%	i	1%
9	Cc1ccc(N2C(=O)NC(=O)C(CCc3ccccn3)(Cc3cccc(Cl)c3Cl)C2=O)cc1 (stereo not given)	-2%	-11%	-9%	20%	10	0%	4%	i	-108%[inhibitor]
10	NC(Cc1nc2ccccc2[nH]1)c1ccc(Cl)cc1 (stereo not given)	67%[activator]	3%	0%	6%	.	-17%	0%	i	?
11	COc1ccccc1OCC#CCN1CCCC1	.	9%	1%	-1%	15	2%	-1%	?	-4%
12	Cc1c(Oc2cc(NN3CCCCC3)c([N+](=O)[O-])cc2[N+](=O)[O-])cccc1[N+](=O)[O-]	5%	7%	?	5%	16	11%	11%	i	7%
13	CCC(=NCC1CCCO1)c1c(O)[nH]c(=O)[nH]c1=O (stereo not given)	-4%	0%	6%	-15%	11	4%	0%	i	-5%
14	Cc1cc(C)c2c(c1)NP(=S)(c1ccccc1)N2 (stereo not given)	39%[activator]	0%	6%	-18%	-11	2%	-14%	i	2%
15	Cc1ccc(NS(=O)(=O)c2c(F)cc(F)c(Cl)c2F)cc1S(=O)(=O)N1CCOCC1	-11%	2%	-11%	-3%	-3	0%	-13%	i	?
16	CCOC(=O)C1=C(C)OC(N)=C(C(=O)OCC)[C@@]12C(=O)N(CC(N)=O)c1ccccc12	-9%	0%	0%	-4%	20	26%	19%	i	-11%
17	COC(=O)C1=C(c2ccc(-c3ccccc3)c(F)c2)C[C@@H]2CC[C@H]1N2C(=O)NCc1ccc(F)cc1	?	?	?	-10%	?	-23%	?	?	?
18	Cc1cccc(N2CCN(Cc3ccc4c(c3)OCO4)CC2)c1C	-24%	?	-1%	-39%	11	-27%	?	i	3%
19	O=C(c1ccccc1F)N1C[C@H]2C[C@@H](C1)c1cccc(=O)n1C2	-3%	-1%	?	3%	-13	14%	0%	i	1%
20	Cc1ccnc(NS(=O)(=O)c2cc([N+](=O)[O-])ccc2C)c1	10%	4%	-20%	7%	26	17%	11%	i	?
21	CC(C)S(=O)(=O)N1Cc2ccccc2-n2nncc2C1	1%	.	-5%	0%	-2	0%	0%	i	.
22	CC1(C)CC(=O)c2cc(OCC(=O)N3CCN(Cc4ccccc4)CC3)ccc2O1	.	-2%	-1%	1%	0	3%	1%	i	?
23	CC(C)c1ccc(NC(=O)CN2C(=O)CN=C(c3ccccc3)c3ccccc32)cc1	7%	.	-5%	5%	.	.	.	?	.
24	CC(=O)O[C@@]12CO[C@@H]1C[C@H](O)[C@@]1(C)C(=O)[C@H](O)C3=C(C)[C@@H](O)C[C@@](O)([C@@H](OC(=O)c4ccccc4)C12)C3(C)C (stereo not given in full)	-5%	?	12µM*	-1%	5	?	?	i	?
25	Cc1cccc(-n2c(C)nc3cc(C(=O)N4CCC5(CC4)OCCO5)ccc32)c1	-8%	?	?	-10%	10	?	?	i	?

Reprinted from the part before: 2 entries, then new ones.
cpd	Structure	ATXN2 expr inh	MCF10A rereplic	KB-3-1 tox	HepG2 tox	IL1B secr inh	HT1080-NT tox	HT1080 IDH1KD tx	ATXN viability	SW480 rereplic
24	CC(=O)O[C@@]12CO[C@@H]1C[C@H](O)[C@@]1(C)C(=O)[C@H](O)C3=C(C)[C@@H](O)C[C@@](O)([C@@H](OC(=O)c4ccccc4)C12)C3(C)C (stereo not given in full)	-5%	?	12µM*	-1%	5	?	?	i	?
25	Cc1cccc(-n2c(C)nc3cc(C(=O)N4CCC5(CC4)OCCO5)ccc32)c1	-8%	?	?	-10%	10	?	?	i	?
26	COC(=O)C1=C(c2cc3ccccc3o2)C[C@@H]2CC[C@H]1N2C(=O)N1CCC(C)CC1	-17%	?	?	-21%	-1	-14%	-19%	?	4%
27	CC(=O)c1ccc(OC(NC(=O)c2ccco2)C(Cl)(Cl)Cl)cc1 (stereo not given)	0%	16%	-7%	0%	13	5%	-3%[9.24 µM]	i	-6%
28	N#Cc1ccc(Cn2cc(C(=O)c3ccco3)c3ccccc32)cc1	4%	9%	-8%	-41%	0	-21%	?	i	5%
29	CC(C)c1ccc(C2N3CCCN23)cc1 (stereo not given)	19%	-9%	7%	-6%	8	12%	17%	i	?
30	C=CC[C@@H](CC(=O)N(CCO)Cc1ccccc1)C(=O)NC[C@@H](OC(=O)[C@@H](CC=C)CC(=O)OC(C)(C)C)c1ccccc1	?	0%	-20%	-14%	?	-20%	-8%	20µM*	4%
31	CCCCn1c(O)c(C(C)=Nc2ccc(OCC)cc2)c(=O)[nH]c1=O	-8%	-6%	2%	3%	16	-2%	-7%	i	-5%[9.22 µM]
32	COc1cc(NC(=O)c2ccco2)ccc1NC(=O)c1ccccc1Cl	55%[activator]	4%	-23%	2%	?	-9%	-14%	i	?
33	CN(C)C(=O)Oc1cc(OC(=O)N(C)C)cc(C(O)CNC(C)(C)C)c1 (stereo not given)	7%&2%&2%	-21%&-6%	0%&0%	-16%&4%	11&0	11%&10%	10%&7%	i	-12%&-19%
34	COc1ccc(CCN(C)Cc2ccc(F)cc2F)cc1OC	-8%	-2%	-7%	2%	0	1%	-24%	i	-2%
35	CCOP1(=O)C=C(Sc2ccc([N+](=O)[O-])cc2[N+](=O)[O-])C(C)(C)O1 (stereo not given)	7%	-6%	19%	-5%	-13	0%	0%	?	-11%
36	CN1C(=O)C(=Cc2c(OCc3cnc(Cl)s3)ccc3ccccc23)C(=O)N(C)C1=O	16%	15%	-18%	-50%	0	-6%	-7%	i	16%
37	COc1ccc2ccccc2c1CNCCc1ccccc1	.	12%	1%	-61%	-55*	-20%	-7%	i	3%
38	Fc1ccc(CCNCc2ccc(Br)cc2)cc1	-25%	7%	-5%	-65%	-68*	-29%	-29%	i	-4%
39	CCC(=NCC1CCCO1)c1c(O)n(-c2ccc(OC)cc2)c(=O)[nH]c1=O (stereo not given)	5%	-2%	0%	17%	-4	0%	2%	i	-1%
40	CC1(C)C2CC=C(CN3CCC(O)CC3)C1C2 (stereo not given)	4%	5%	0%	5%	8	-5%	0%	i	-8%
41	Cc1cccc(NC(=O)CN2CCN(C(=O)COc3cccc(Br)c3)CC2)c1C	-4%	-4%	5%	-2%	-7	-1%	4%	i	-27%
42	CCc1ccc(N2C(=O)NC(=O)C(CCc3ccncc3)(CCc3ccncc3)C2=O)cc1	-3%	2%	9%	5%	8	4%	10%	i	-6%
43	COC(=O)C1=C(c2cccc(OCc3ccccc3)c2)C[C@@H]2CC[C@H]1N2C(=O)NCc1ccc(Br)cc1	-15%	?	?	-16%	?	1%	-2%	i	54%
44	ClCCN(CCCl)c1ccc(-n2cnc3c(Cl)ncnc32)cc1	16µM*	2.9µM*	?	2%	-96*	?	23µM*	.	8.2µM*
45	O=C(c1cc(-c2ccc(Cl)cc2)n(-c2ccc(Cl)cc2Cl)n1)N1CCOCC1	-33%	?	0%	-25%	-3	-3%	-5%	i	1%
46	Cc1c(CC(=O)N2C[C@H]3C[C@@H](C2)c2cccc(=O)n2C3)c(=O)oc2c(C)c(O)ccc12	-4%	-6%	3%	-7%	-3	0%	-3%	.	2%
47	Nn1c(Cc2cccc3ccccc23)n[nH]c1=S	.	-19%	-7%	-4%	-3	1%	-3%	i	-154%[inhibitor]
48	O=C(CN1CCN(c2ccccc2)CC1)Nc1ccccc1C(=O)NCCc1ccccc1	.	.	-1%	-2%	-24	-11%	-13%	?	.
49	CCN(C(=O)COC(=O)c1cc(C)n(C2CC2)c1C)c1ccccc1	1%	?	1%	1%	0	4%	20%	?	-2%
50	CC12CN3CC(C)(CN(C1)C3c1cccs1)C2O (stereo not given)	3%	4%	0%	-2%	-2	7%	13%	?	0%
51	COc1cc(Br)cc(CN2CCN(C)CC2)c1O	1%	11%	1%	-2%	2	7%	2%	i	-7%
52	CCOc1ccc(N2C(=O)NC(=O)/C(=C\c3ccc(N4CCOCC4)cc3C)C2=O)cc1	-14%	-3%	?	-24%	15	-3%	-6%	i	-2%
53	O=C1NC(=O)N(c2ccc3c(c2)OCO3)C(=O)/C1=C/c1ccc(N2CCCCC2)o1	-6%	-3%	-8%	0%	-9	15%	11%	i	-1%

Assay outcomes deposited in PubChem BioAssay by National Center for Advancing Translational Sciences (NCATS).
